# GLP-1R inv ag = GLP-1 receptor (human) inverse agonism; HEK293 GLP-1R CRE-luciferase, luminescence, 24 h; GLP-1R form is constitutively active; Potency, µM (highest dose often 38.3 µM), for the others: at the top dose activity change, negative = inhibition, actives largely listed as inhibitors; actives 1.6% (n = 410,000); also: potency is read from the fitted curve at half-maximal effect; % is scaled to controls: 0 for no effect and ±100 for the full control effect; nearly all actives have a fitted effect of over 55% in size
#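 HEK293 cells stably co-expressing a cAMP-responsive luciferase reporter and constitutively active GLP-1R were seeded, incubated 12 h, then exposed to compounds for 24 h at 37 C. Luminescence was read 12 min after detection reagent; inverse agonists lower signal.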
# FUS yeast rescue = FUS proteinopathy suppression in yeast. actives 0.24% (n = 390,000). Potency, µM (doses to about 76.6 µM), inactives show at the highest dose growth rescue (activation), most hits filed as activators. S. cerevisiae FUS-expressing, growth rescue, OD600, 24 h;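 also: potency is read from the fitted curve at half-maximal effect; plate controls were DMSO vehicle for no effect and reference control for full effect; nearly all actives have a fitted effect of over 55% in size; some results filed as inactive show a strong effect at the top dose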
#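 Galactose (2%) drives FUS expression in yeast precultured in raffinose; seeding density OD 0.005. Test compounds incubated 24hr at 30C and 99% humidity before absorbance at 600 nm was measured.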
# PTHR1 agonist = activates the human parathyroid hormone receptor PTHR1; HEK293 GP2 PTHR1 cells, GloSensor cAMP luminescence, 1 h; Potency, µM (top dose mostly 115 µM), inactives show top-dose activation, hits mostly activators; actives 0.075% (n = 410,000); also: potency is read from the fitted curve at half-maximal effect; nearly all actives have a fitted effect of over 55% in size; some results filed as inactive show a strong effect at the top dose; inactives centre near -15; many of its hits are not listed in these tables
#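 HEK-293-derived GP2 cells expressing PTHR1 and a GloSensor cAMP reporter, 3,000/well, plated overnight, given luciferin plus IBMX (each 0.5 mM as added) for 1 h at 37 °C, then compound for 1 h at 37 °C. Luminescence was read after 15 min at room temperature.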
# aSyn yeast inh = rescues yeast growth from alpha-synuclein toxicity | Yeast expressing alpha-synuclein, growth rescue, BacTiter-Glo, 24 h | Potency, µM (highest dose often 46.1 µM), without a hit: top-dose growth rescue (activation), actives largely listed as activators | actives 0.14% (n = 370,000); also: potency is read from the fitted curve at half-maximal effect; % of control where 0% means no effect; nearly all actives have a fitted effect of over 65% in size
#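 Rescue of yeast growth: cells expressing toxic alpha-synuclein, induced in galactose at OD600 0.02, incubated with compound 24 h at 30 C. ATP luminescence quantified growth; inhibitors of toxicity appear as activators.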
# GLP1R cytotox = cytotoxicity in counter-screen for GLP-1R inverse agonists; Potency, µM (doses to about 38.3 µM), inactives show at the highest dose activity change, negative = inhibition, hits mostly inhibitors; actives 0.13% (n = 410,000); HEK293 cAMP-luciferase reporter cells, luminescence, 24 h;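 also: loss of luciferase light is scored as toxicity; potency is read from the fitted curve at half-maximal effect; % is scaled to controls: 0 for no effect and ±100 for the full control effect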
#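 Luminescence readout: signal drop marks cytotoxicity. Plated cells grew 12 h at 37 °C, 5% CO2, received 23 nL compound for 24 h, then got luciferase reagent, read after 12 min at RT.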
# Abeta yeast res = A-beta toxicity reversal in yeast | yeast expressing A-beta42, growth rescue, OD600, 48 h; response scale: 0% DMSO, 100% iron-clioquinol control | Potency, µM (top dose mostly 46.1 µM), for inactives: top-dose growth rescue, actives largely listed as activators | actives 0.063% (n = 410,000); also: potency is read from the fitted curve at half-maximal effect; nearly all actives have a fitted effect of over 55% in size
#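 Yeast A-beta toxicity model in growth medium with pinned compounds, 48 h at 30 C; growth read as absorbance at 600 nm. Normalized to FeCl3/clioquinol equimolar mix (positive) and DMSO (negative).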
# TDP43 rescue = TDP-43 toxicity inhibition in yeast; TDP-43 expressing yeast growth rescue, BacTiter-Glo, 24 h; Potency, µM (titrated, usually from 46.1 µM), inactives show top-dose growth rescue (activation), hits mostly activators; actives 1.8% (n = 410,000); also: potency is read from the fitted curve at half-maximal effect; % of control where 0% means no effect; nearly all actives have a fitted effect of over 50% in size
#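 Readout is BacTiter-Glo luminescence of cell growth, so inhibitors register as activators. TDP-43-expressing yeast at OD600=0.02 in galactose medium, after raffinose pregrowth to mid-log, were incubated with compound for 24 hr at 30 deg C.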
# Mm-Cpn inhibitor = blocks the Methanococcus maripaludis chaperonin Mm-Cpn. purified Mm-Cpn ATPase, ADP Transcreener TR-FRET. Potency, µM (series often up to 76.9 µM), inactives show at the top dose activity, negative = inhibition, most hits filed as inhibitors. actives 0.031% (n = 330,000). AID 504842; also: potency is read from the fitted curve at half-maximal effect; % is scaled to controls: 0 for no effect and ±100 for the full control effect; nearly all actives have a fitted effect of over 80% in size
#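 ATPase turnover read by TR-FRET ADP competition (Eu cryptate antibody/ADP-d2, 665/590 nm): 10uM ATP final, 25nM Mm-CPN final, 30 min 37degC after 10-min compound preincubation, pH 7.4 Tris/KCl/MgCl2/DTT buffer.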
# Akt phos inh = inhibitors of Akt phosphorylation. Neuro2A IGF-stimulated pAkt S473 HTRF, 20 min; hits give low values. activity change, % for hits at 50 µM. actives 0.32% (n = 360,000); in the data active = activity change below about -80%; inconclusive = mostly about -51% to -80%; also: % is scaled to controls: 0 for no effect and ±100 for the full control effect
#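 Neuro2A cells (4,500/well, DMEM with 0.5% FBS) were treated with compound at a single 50 µM final concentration, stimulated with 6 nM IGF for 20 min at 37 °C, and lysed. Phospho-Akt Ser473 was read by HTRF as 665/615 ratio ×10^4.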
# The depositor's hits bear a star; i = inactive; ? = inconclusive; . = not tested or not shown; & = joins results of further samples; [ ] = another dose, or the depositor's remark. Unless noted, calls follow the shape of the dose curve; as a rule, active = well fitted curve in the direction sought with a large enough effect; inconclusive = small, poorly fitted or top-dose-only effect, or another doubt; inactive = no such curve, though single readings can be large; an effect the other way counts as inactive or inconclusive. This is a subset; the hit share may differ from the screen's.
SMILES,GLP-1R inv ag,FUS yeast rescue,PTHR1 agonist,aSyn yeast inh,GLP1R cytotox,Abeta yeast res,TDP43 rescue,Mm-Cpn inhibitor,Akt phos inh
CCOC(=O)c1c(C)[nH]c(C)c1C(=O)CSc1nc2ccccc2c(=O)n1-c1ccc(F)cc1,-12%[7.66 µM],?,-13%,2%,9%[7.66 µM],11%,14%[9.22 µM],-4%,i
O=C(Cn1c(C(F)(F)F)nc2ccccc21)c1ccc(Cl)cc1,-5%,-1%,-14%[57.5 µM],-3%,-15%,9%,-18%,1%,i
CC(NC(=O)Nc1ccc(F)cc1)c1ccc2c(c1)OCO2 (configuration not stated),?,-18%,i,2%,3%,-1%,4%,1%,i
CCc1cccc(CC)c1N(COC)C(=O)Cn1c(C)nc2ccccc21,2.2µM*,-20%,-27%,.,7%,-37%,-11%,.,.
CCOC(=O)N1CCC2(CC1)OC(=O)C(C)=C2C(=O)NCc1cccc(F)c1,9%,23%,i,.,0%,-2%,4%,.,.
Cc1ncsc1CCOC(=O)c1ccc([N+](=O)[O-])cc1,9%,-15%,0%,11%,-6%,-2%,7%,0%,i
Cc1ccc(S(=O)(=O)c2nnn3c2nc(NC2CCCCCC2)c2sccc23)cc1C,38%[activator],-4%,-15%,.,-3%,-6%,12%,.,.
CCC(=O)c1ccc(OCC(O)CN(CCc2ccccc2)Cc2ccccc2)cc1 (configuration not stated),8.9µM*,9%,-16%[57.5 µM],2%,-21%,-2%,-11%,4%,i
c1coc(-c2ccnc3nc(-n4cccc4)nn23)c1,34%[activator],9%,-23%,-7%,18%,-22%,-7%,-6%,i
CC(C)=CCc1c(O)ccc(C2COc3c(CC=C(C)C)c(O)cc(O)c3C2=O)c1O (configuration not stated),?,15%,-29%,16%,-8%,-87%[inhibitor],-72%[inhibitor],.,i
O=C(Oc1cccc2c(O)cccc12)c1ccccc1Cl,-25%,24%,-1%,-5%,-7%,?,.,.,i
Cc1c(C(=O)OCC(=O)NCCN2C(=O)CSC2=O)oc2c1ccc1ccccc12,-20%,.,-17%,8%,13%,7%,13%,-3%,i
NC(=O)c1ccsc1NC(=O)CSc1n[nH]c(N)n1,6%,27%,24%,-8%,6%,3%,0%,1%,i
CCCS(=O)(=O)NC(=O)C1(C)CCCN(C(=O)c2cc(OC)c(OC)c(OC)c2)C1 (configuration not stated),26%,-16%,-19%,3%,-10%,-5%,21%,.,i
CCCOc1ccc(C(=O)Nc2c(C(=O)c3ccc(C)cc3)oc3ccccc23)cc1,2%,-20%,i,4%,0%,-10%,24%,.,.
CC(=O)Nc1nc(C(F)(F)F)cs1,3%,-13%,i,-1%,-3%[1.53 µM],1%,14%,0%,i
COc1ccc(C(=O)CC(=O)C(=O)Nc2ccc(C)c(Cl)c2)cc1,1%,-8%,-16%,-2%,5%,-12%,4%,-2%,i
CC1(C(=O)NS(=O)(=O)c2ccc(Cl)s2)CCN1C(=O)Cc1ccccc1Cl (configuration not stated),-9%,-16%,i,0%,3%,-3%,14%,.,i
CC(C)C(C)(C#N)NC(=O)CSc1nnc(-c2ccncc2)n1Cc1ccccc1 (configuration not stated),14%,-4%,i,-16%,-5%,-6%,-13%,0%,i
N#Cc1c(NC(=S)NC(=O)c2ccccc2)sc2c1CCCC2,-1%,.,i,2%,-6%,20%,12%,0%,i
Nc1ccccc1S(=O)(=O)C(F)F,5%,-1%,-23%,7%,-1%,2%,3%,2%,i
CCC(C)c1ccccc1NC(=O)COC(=O)c1ccc(C)c(NC(=O)c2ccco2)c1 (configuration not stated),6%,8%,-1%[57.5 µM],8%,2%,30%,?,-1%,i
CC(C)c1ccc(OCCCCN2CCCCC2)cc1,?,-38%,15%,0%,?,-13%,-26%,-1%,i
O=C(Cc1cccs1)N1CCCC(c2nc3c(nnn3Cc3cccc(Cl)c3)c(=O)[nH]2)C1 (configuration not stated),71%[activator],48%,0%,1%,-19%,12%,-19%,1%,i
COc1ccc(Cc2nnc(SCc3nc4ccccc4c(=O)[nH]3)n2C)cc1,2%,-16%,-32%[inhibitor][57.5 µM],2%,0%,18%,2%,2%,i
SMILES,GLP-1R inv ag,FUS yeast rescue,PTHR1 agonist,aSyn yeast inh,GLP1R cytotox,Abeta yeast res,TDP43 rescue,Mm-Cpn inhibitor,Akt phos inh
CC(C)CN(C(=O)c1cccc(S(=O)(=O)N2CCCCC2)c1)C1CCS(=O)(=O)C1 (configuration not stated),1%&1%,9%&18%,1%,-1%,0%&7%,4%&-8%,2%&12%,1%,i
O=C(C1CCCO1)N1N=C(c2ccc(Br)cc2)CC1c1ccco1 (configuration not stated),?,21%,i,6%,-2%[1.53 µM],16%,?,-3%,i
CCOC(=O)c1cc2c(=O)n3ccccc3nc2n(C)c1=NC(=O)c1c(-c2c(F)cccc2Cl)noc1C,21%&8%,3%&5%,-19%&-7%,2%,133%&120%[activator],5%&-22%,8%&-2%,.,i
C=C(C)COc1ccc(-c2nc(N)nc(C)c2-c2ccc(OC)cc2)c(O)c1,-10%,.,-17%,2%,14%,3%,24%,?,i
COc1ccc(OC)c(NC(=O)c2cc(-c3ccc(C)cc3O)n[nH]2)c1,19%,?,-9%[57.5 µM],-4%,-9%,-10%,6%,-1%,i
CC(C)CNC(=O)c1ccc(C2SCC(=O)N2Cc2ccccc2)cc1 (configuration not stated),0%[7.66 µM],18%,-10%,11%,2%[7.66 µM],-2%,18%[9.22 µM],-1%,i
COC(=O)NC1CSCC1OC(=O)CCN1C(=O)c2ccccc2C1=O (configuration not stated),2%,7%,-3%[57.5 µM],0%,2%,14%,-6%,2%,i
Cc1cc(F)ccc1NC(=O)C(c1ccccc1)N1Cc2ccccc2C1=O (configuration not stated),-33%,19%,-15%,.,0%,4%,14%,.,.
CCCNC(=O)C1CCN(S(=O)(=O)c2ccc3nc4c(c(C(=O)O)c3c2)CCCCC4)CC1,-3%,-27%,-17%,-5%,2%,-4%,18%,2%,i
CCOC(=O)c1c(C)[nH]c(C)c1C(=O)COC(=O)[C@@H](NC(=O)c1ccccc1OCC)C(C)C,5%,37%,-43%[inhibitor],-4%,-6%,8%,-25%,3%,i
COc1ccc(CCNC(=O)C2CCN(C(=O)c3ccccc3)CC2)cc1,23%,-12%,-8%,-2%,2%,-14%,-1%,-4%,i
CC1(c2ccccc2Cl)NC(=O)N(CC(=O)Nc2ccc3c(c2)OCO3)C1=O (configuration not stated),-2%,12%,-14%,-1%,-7%,-6%,-3%,0%,i
O=C(CCN1C(=O)C2C3C=CC(C3)C2C1=O)N1CCN(c2ccccc2F)CC1 (configuration not stated),0%,.,-29%,9%,-5%,0%,0%,-3%,i
Cc1c(Oc2ccc(C(F)(F)F)cc2[N+](=O)[O-])ccc2c3c(c(=O)oc12)CCC3,10%,-1%,-33%[inhibitor],4%,-3%[1.53 µM],-4%,?,2%,i
COC(=O)CN1C(=O)COc2ccc(S(=O)(=O)N3CCCCC3)cc21,4%,-30%,i,-9%,4%,4%,10%,.,i
O=C(N/N=C/c1ccc(Sc2ccccn2)o1)c1cccc([N+](=O)[O-])c1,6%,19%,i,-3%,-14%,-2%,5%,1%,i
COCCn1c(N)c(Sc2ccc(Cl)cc2)c(=O)[nH]c1=O,2%,4%,i,1%,-5%,-5%,-2%,0%,i
CSc1nc2ccc(NC(=O)c3nn(C(C)C)c(=O)c4ccccc34)cc2s1,3%,-5%,?,0%,-5%,-10%,7%,-7%,i
CNC(=O)c1c(O)c2cccc3c2n(c1=O)CC3,-2%,-29%,i,-7%,7%,-9%,-28%,.,i
N=C1C=CC(=C(c2ccc(N)cc2)c2ccc(N)cc2)C=C1,-21%,.,-8%,-47%[inhibitor],?,-51%[inhibitor],-53%[inhibitor],.,i
O=C(CN1CCN(S(=O)(=O)c2ccc(F)c(Cl)c2)CC1)N1CCOCC1,21%,21%,-23%,2%,4%,-2%,8%,-1%,i
O=C(NCc1ccco1)c1ccc(COc2ccc(Cl)cc2)cc1,-5%,13%,-24%,-3%,6%,9%,-19%,1%,i
COc1cc(OC)cc(C(=O)NCC(=O)NCc2ccccn2)c1,0%,-7%,i,-6%,-2%,10%,7%,2%,i
c1coc(CNc2c3c(nc4ncnn24)CCC3)c1,27%,18%,i,-13%,1%,-1%,1%,-2%,i
CCc1cccc(C)c1NC(=O)Cn1nc(C)n2cccc2c1=O,-7%&10%,9%&-13%,?,0%,-2%&11%,28%&-7%,-6%&6%,-2%,i
Cc1cc(C)n(C(C)CC(=O)Nc2ccc(C)c(F)c2)n1 (configuration not stated),-21%,-5%,-21%,.,3%,7%,9%,.,.
Cc1ccc(-c2cc(C(=O)Oc3ccc(C#N)cc3)no2)cc1,7%,9%,i,.,9%,-21%,11%,.,.
CC1=C(C)CS(=O)N(S(=O)(=O)c2ccc(Cl)cc2)C1 (configuration not stated),-14%,12%,-9%[57.5 µM],-67%[inhibitor],?,-93%[inhibitor],?,0%,i
COc1ccc(-n2c(/C=C3\C(=O)N(C)c4ccccc43)nc3ccccc3c2=O)cc1,?,-12%,-26%,1%,-23%,?,-7%,0%,i
